Bioassay records as filed in PubChem BioAssay.
CXXC DNA block: blocks binding of human MLL CXXC domain to DNA. MLL-CXXC / FITC-HOXA9 DNA fluorescence polarization. Potency, µM (highest dose often 115 µM), for inactives: at the top dose activity change, negative = inhibition, actives largely listed as inhibitors. 0.037% of 290,000 active; active means well fitted inhibition curve with a large enough effect in the polarisation, with a control signal flat, not every such curve was filed as active; inconclusive means small, poorly fitted or top-dose-only effect, or effect the other way, or a change in a side signal; inactive means no such curve, though single readings can be large or run the other way; the % refers to the polarisation; further: potency means the concentration at half of the fitted maximal effect
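Steps: dispense CXXC domain solution (7 uM) → pin compounds or unlabeled HOX-A9 DNA control → 5 min ambient → add FLSN-HOX-A9 solution (50 nM) → spin → 30 min ambient → fluorescence polarization. Tris pH 7.5/NaCl/DTT/BSA buffer.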
GALK inhibitor: inhibitors of human galactokinase. Purified GALK, Kinase-Glo residual ATP luminescence. Potency, µM (doses to about 57.5 µM), for inactives: top-dose activity change, negative = inhibition, usual class: inhibitors. 0.007% of 270,000 active; further: potency means the concentration at half of the fitted maximal effect; on the % scale 0 is the no-effect control and ±100 the full control effect
Target sequence (P51570 whole entry, looked up): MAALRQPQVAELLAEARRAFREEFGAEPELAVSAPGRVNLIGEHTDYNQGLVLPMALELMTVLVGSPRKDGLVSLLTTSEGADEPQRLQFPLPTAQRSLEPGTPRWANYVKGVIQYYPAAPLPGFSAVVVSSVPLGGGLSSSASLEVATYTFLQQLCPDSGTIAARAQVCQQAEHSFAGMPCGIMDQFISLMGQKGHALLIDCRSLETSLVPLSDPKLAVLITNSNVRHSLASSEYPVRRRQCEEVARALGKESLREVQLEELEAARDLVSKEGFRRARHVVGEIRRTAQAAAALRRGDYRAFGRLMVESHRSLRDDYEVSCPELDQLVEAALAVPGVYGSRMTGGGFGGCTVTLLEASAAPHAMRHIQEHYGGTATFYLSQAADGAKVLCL
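Kinase-Glo Plus luminescence measured ATP left after a 1 h room-temperature reaction. The reaction used 5 nM GALK, 100 uM galactose and 35 uM ATP at pH 8.0 (20 mM HEPES, 5 mM MgCl2, 60 mM NaCl, 1 mM DTT, 0.01% BSA).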
B2AR arrestin: beta2AR (human) beta-arrestin recruitment activity | 0.02% of 330,000 active | beta-arrestin recruitment to beta2AR, cell-based reporter | Potency, µM (top dose mostly 46.1 µM), without a hit: top-dose activation, actives largely listed as activators;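 further: potency means the concentration at half of the fitted maximal effect; 0% = DMSO controls and full agonism = EC100 isoproterenol or metaproterenol; nearly all actives have a fitted effect of over 65% in size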
Menin-MLL TR inh: menin-MLL binding inhibition, Texas Red mutant peptide; 0.23% of 270,000 active; O00255; Potency, µM (highest dose often 61.6 µM), for inactives: at the highest dose FP activity change, negative = inhibition, usual class: inhibitors; Menin + Texas Red MLL mutant peptide, fluorescence polarization; active means well fitted inhibition curve with a large enough effect in the polarisation, with a control signal flat, not every such curve was filed as active; inconclusive means small, poorly fitted or top-dose-only effect, or effect the other way, or a change in a side signal; inactive means no such curve, though single readings can be large or run the other way; the % refers to the polarisation; further: potency means the concentration at half of the fitted maximal effect; % of control where 0% means no effect; many of its hits are not listed in these tables
KCNH2 3.1 inh: blocks the human KCNH2 3.1 channel isoform. activity change, % (tested at about 1.8 µM). 0.95% of 340,000 active. U2OS KCNH2 3.1, thallium flux FluxOr; stronger effect = lower value;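 active means maximum activity change below -70%; inconclusive means maximum activity change from -70% to -50%; inactive means maximum activity change above -50%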;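 further: thallium influx rate constant from kinetic fluorescence after stimulation buffer; on the % scale 0 is the no-effect control and ±100 the full control effect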
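Measured as rate of thallium-driven FluxOr signal in transduced U2OS cells carrying the 3.1 channel, read kinetically for 2 min upon stimulation; values are rate constants scaled to DMSO control wells.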
PKM2 activator: PKM2 (human) enzyme activation; P14618; purified PKM2, Kinase-Glo ATP luminescence, activation; response scale: 0% is enzyme alone, no compound; Potency, µM (series often up to 57.5 µM), without a hit: at the highest dose activation, usual class: activators; 0.34% of 260,000 active; further: potency means the concentration at half of the fitted maximal effect; on the % scale 0 is the no-effect control and ±100 the full control effect; nearly all actives have a fitted effect of over 55% in size
Target sequence (P14618 whole entry, looked up): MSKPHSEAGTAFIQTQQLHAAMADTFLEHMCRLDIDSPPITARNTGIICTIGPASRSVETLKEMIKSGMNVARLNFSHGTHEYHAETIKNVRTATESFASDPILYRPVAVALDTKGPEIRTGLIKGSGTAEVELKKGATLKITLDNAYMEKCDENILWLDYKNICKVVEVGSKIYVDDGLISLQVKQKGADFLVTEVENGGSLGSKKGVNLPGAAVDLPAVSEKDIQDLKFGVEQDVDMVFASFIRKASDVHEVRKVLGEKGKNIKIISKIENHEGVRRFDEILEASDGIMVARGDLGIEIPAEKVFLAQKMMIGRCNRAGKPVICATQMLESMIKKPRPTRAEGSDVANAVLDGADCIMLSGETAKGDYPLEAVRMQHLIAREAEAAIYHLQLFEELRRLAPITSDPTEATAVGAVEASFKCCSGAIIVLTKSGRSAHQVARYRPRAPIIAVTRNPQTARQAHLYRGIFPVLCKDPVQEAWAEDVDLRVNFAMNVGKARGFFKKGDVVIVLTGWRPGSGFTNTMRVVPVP
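Purified hPK-M2 (>95% pure) converted ADP (0.1 mM final) to ATP with 0.5 mM PEP in 50 mM imidazole pH7.2, KCl, MgCl2, Tween 20, BSA; 1 h at room temperature. ATP detected by Kinase-Glo luminescence.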
FBPA coupling cs: inhibits coupling enzyme system, counter-screen for aldolase hits | coupling enzyme system counterscreen, AmpLite Red fluorescence | activity change, negative = inhibition, % at 58.2 µM, hits read low | 0.67% of 290,000 active | AID 2472; in the data active means activity change below about -30%; further: on the % scale 0 is the no-effect control and ±100 the full control effect
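First, compound is pin-transferred into glyceraldehyde-3-phosphate coupling-enzyme reagent at 57.5 uM final and held 10 min at RT. Next, substrate, coupling system and AmpLite Red are added. After 20 min RT, fluorescence (525/598 nm) is read.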
TRPV1 agonist: activates the human vanilloid receptor TRPV1; Q8NER1; TRPV1-expressing cells, Fluo-8 calcium influx, agonist mode; activation, % at 8.33 µM; 0.19% of 320,000 active; AID 540275; in the data active means activation above about 80%; inconclusive means between about 30% and that limit; further: 0% is about no effect
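Cells expressing TRPV1 were dye-loaded with Fluo-8 and read kinetically: 10 s baseline, 3 min after compound (agonist portion), then 2 min after EC20 capsaicin (allosteric enhancer portion). Calcium-bound dye fluorescence at 480/520 nm.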
Giardia killer: kills Giardia lamblia; 0.15% of 340,000 active; activity change, % at 7.66 µM, hits read low; Giardia lamblia trophozoite viability; in the data active means activity change below about -80%; inconclusive means between about -30% and that limit;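 further: parasites exposed to compound for two days anaerobically before the ATP read; on the % scale 0 is the no-effect control and ±100 the full control effect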
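Anaerobic 48 hrs incubation at 37 deg C of 100 trophozoites/well with test compounds; ATPLite 1-Step luminescence, 15-30 min RT, reports cellular ATP as viability.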
KCNH2 WT inh: KCNH2 (human, wildtype) channel inhibition; Q12809; U2OS, BacMam KCNH2, thallium flux FluxOr; stronger effect = lower value; activity change, % at 1.84 µM; 0.37% of 340,000 active; AID 720551;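 active means maximum activity change below -70%; inconclusive means maximum activity change between -70% and -50%; inactive means maximum activity change above -50%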; further: on the % scale 0 is the no-effect control and ±100 the full control effect
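U2OS cells transduced with wild-type KCNH2 virus are loaded with FluxOr dye for 45 min, and thallium flux is measured in kinetic reads before and after stimulation buffer. Rate constants are normalized to DMSO controls.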
USP2a inh: inhibitors of human ubiquitin-specific protease USP2a | O75604 | Potency, µM (titrated, usually from 38.3 µM), for the others: at the highest dose activity change, negative = inhibition, hits mostly inhibitors | USP2 core, Ub-CHOP2 coupled fluorogenic reporter, 485/531 | 0.01% of 330,000 active;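 further: potency means the concentration at half of the fitted maximal effect; plate controls were DMSO wells for no effect and full inhibition by NEM control for full effect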
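USP2 core (10nM final) preincubated 30min RT with compound in 20mM Tris-HCl pH 8.0, 2mM CaCl2, 2mM beta-mercaptoethanol, 0.05% CHAPS; 25nM Ub-CHOP2 plus 25nM reporter substrate added, fluorescence (Ex485/Em531) read after 60min.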
Active calls of the source: *; i = inactive; ? = inconclusive; . = no result given; [ ] = remark or other dose. Unless noted, the call rests on the fitted dose curve; in most records, active means well fitted curve in the direction sought with a large enough effect; inconclusive means small, poorly fitted or top-dose-only effect, or another doubt; inactive means no such curve, though single readings can be large; an effect the other way counts as inactive or inconclusive. Only part of the results is shown; rates above refer to the full screens.

SMILES	CXXC DNA block	GALK inhibitor	B2AR arrestin	Menin-MLL TR inh	KCNH2 3.1 inh	PKM2 activator	FBPA coupling cs	TRPV1 agonist	Giardia killer	KCNH2 WT inh	USP2a inh
Nc1nc(C2C(=O)CCCC2=O)cs1	-1%	0%	0.3%	-4%	0	0%	-7	-2	5	-6	4%
O=c1c2[nH]c3ccc(Cl)cc3c2ncn1Cc1ccccn1	8%	-2%	0.8%	?	-2	12%	-1	-5	3	-3	4%
COc1ccc(Cl)cc1NC(=O)C/C(C)=N/NC(=O)c1ccccc1Cl	0%	2%	-0.8%	2%	-5	1%	0	2	-8	-7	-1%
COCCn1c(-c2ccccc2)nc2oc3ccccc3c(=O)c2c1=O	12%	-3%	-0.1%	-11%	-12	-1%	1	11	10	-6	1%
O=C(N1CCN(Cc2ccc3c(c2)OCO3)CC1)C(Cl)(Cl)Cl	5%	-6%	0.0%	-11%	3	-8%	0	27	-18	3	-1%
Cc1ccc(N)c([N+](=O)[O-])c1	.	.	0.3%	.	-1	.	.	0	3	2	4%
Cc1ccc(OCC(=O)N2CCc3ccccc3C2)c(Br)c1	21%	1%	0.0%	?	-2	.	2	?	-9	-5	-6%
O=C(Nc1nc2cc3c(cc2s1)OCCO3)c1ccc([N+](=O)[O-])o1	-4%	-4%	-0.2%	.	1	-6%	.	20	-89*	-5	-1%
Cc1ccc2nc(N3CC(C)OC(C)C3)nc(-c3ccccc3)c2c1 (stereo unspecified)	4%	8%	-0.3%	-17%	13	-2%	1	4	0	-7	-1%
CCOc1ccccc1NC(=O)c1cnccn1	17%	-1%	-1.2%	-14%	9	2%	-2	-1	-8	-3	-1%
CCc1cccc(NS(=O)(=O)c2ccc3c(c2)NC(=O)CO3)c1	-4%	-4%	3.0%	20%	14	?	1	?	4	-8	0%
CCOc1cnc(-c2ccccc2F)o1	30%	0%	0.1%	0%	15	0%	-1	-2	-4	-1	-1%
O=C(COC(=O)C(Cc1ccccc1)NC(=O)c1ccco1)NC1CC1 (stereo unspecified)	2%	0%	-0.1%	3%	-25	3%	1	0	4	-9	1%
Cc1cc(C)n2nc(SCC(=O)N3CCN(c4ccc(F)cc4)CC3)nc2n1	.	.	0.3%	.	7	.	.	-3	-9	11	-1%
O=C(Cc1nn[nH]n1)NCc1ccccc1Cl	5%	2%	-0.4%	1%	-7	2%	2	3	13	9	3%
O=C(Nc1cccc(Cl)c1)Nc1ccc2c(c1)C(=O)OC2	8%	0%	6.0%	0%	3	0%	3	-2	-3	49	2%
CCOC(=O)c1oc2ccc(Br)cc2c1COC(=O)C1=COCCO1	.	.	-0.7%	.	21	.	.	0	-22	1	1%
COc1ccc(C(=O)NC(CC(=O)O)c2cc([N+](=O)[O-])ccc2Cl)cc1 (stereo unspecified)	-2%	0%	-0.5%	-15%	-2	2%	15	0	-9	3	0%
O=C(NCc1ccncc1)c1ccc(Cl)c(S(=O)(=O)N2CCOCC2)c1	-1%	1%	-0.2%	7%	4	-1%	4	-4	13	1	1%
COc1ccc(NC(=O)CC2C(=O)N(c3cccc(OC)c3)C(=O)N2Cc2ccco2)cc1 (stereo unspecified)	11%	-1%	0.5%	?	-13	5%	0	2	20	-13	-1%

Look-ups from the list.
O=c1c2[nH]c3ccc(Cl)cc3c2ncn1Cc1ccccn1 | CXXC DNA block = 8%
CCc1cccc(NS(=O)(=O)c2ccc3c(c2)NC(=O)CO3)c1 | B2AR arrestin = 3.0%
O=C(Nc1cccc(Cl)c1)Nc1ccc2c(c1)C(=O)OC2 | GALK inhibitor = 0%

(listing goes on)
SMILES	CXXC DNA block	GALK inhibitor	B2AR arrestin	Menin-MLL TR inh	KCNH2 3.1 inh	PKM2 activator	FBPA coupling cs	TRPV1 agonist	Giardia killer	KCNH2 WT inh	USP2a inh
COCC(=O)Nc1ccc(S(=O)(=O)NCC2CCCO2)cc1 (stereo unspecified)	2%	0%	-0.1%	-9%	10	-1%	1	-4	7	-3	-1%
Cc1ccc(CNC(=O)C(C(=O)NCc2ccc(C)o2)c2ncc(C(F)(F)F)cc2Cl)o1	5%	0%	0.2%	-9%	1	15%	2	2	8	-13	9%
CCOc1ccccc1NC(=O)C(CC)Sc1nc2ccsc2c(=O)n1CCC(=O)O (stereo unspecified)	?	2%	0.3%	.	2	.	.	0	6	0	4%
COc1ccc2cc(C(N)=O)/c(=N/NC(=O)c3ccco3)oc2c1	-10%	1%	-0.7%	?	22	-5%	0	-3	2	11	4%
CNC(=O)Cn1nc(-c2ccc(C)c(S(=O)(=O)N(C)C)c2)c2ccccc2c1=O	-9%	-1%	-0.9%	-13%	-3	-7%	9	-3	-8	-2	-1%
Cc1c(C(=O)O)cccc1-c1ccc(/C=N/n2cnnc2)o1	6%	-2%	0.5%	12%	5	.	1	-3	7	-3	3%
COc1cc(OC)c(/C=N/NC(=O)c2ccc([N+](=O)[O-])cc2)cc1Br	-3%	-2%	-0.2%	-1%	-3	0%	-1	0	-2	33	1%
O=C(COC(=O)CC(NC(=O)c1ccccc1Cl)c1ccccc1)Nc1cccc(F)c1 (stereo unspecified)	3%	-1%	0.0%	-7%	0	-16%	1	15	?	4	-1%
CC1NC(=O)NC1CCCCC(=O)O (stereo unspecified)	2%	5%	0.2%	-4%	2	4%	0	-1	-14	2	0%
COc1ccc(N2CC(C(=O)Nc3ccc(S(=O)(=O)N4CCOCC4)cc3)CC2=O)cc1 (stereo unspecified)	18%	2%	-0.1%	-9%	-1	11%	0	-3	32[activator]	i	-1%
COC(=O)N/N=C(\C)c1ccccc1Br	-2%	-1%	0.2%	18%	-12	-10%	-2	-3	6	3	0%
CCOc1[nH]n(-c2ccccc2)c(=O)c1C=NCC(=O)OC	2%	9%	-0.2%	2%	-13	-5%	1	-1	30	-32	1%
CCCS(=O)(=O)c1nc(S(=O)(=O)c2ccc(C)cc2)c(N2CCC3(CC2)OCCO3)s1	11%	-1%	0.5%	.	2	.	.	2	-6	2	5%
O=C(CCCOc1ccc(Cl)cc1Cl)N/N=C/c1ccc(Cl)cc1	5%	-3%	-1.0%	29%	8	12%	-11	20	6	0	4%
Cc1noc(C)c1C(=O)OC(C)C(=O)NC(C)c1ccc(Cl)cc1Cl (stereo unspecified)	.	.	-1.4%	.	-4	.	.	.	-6	4	-1%

Filtered by structure, the entries above containing a nitro group on carbon
SMILES	CXXC DNA block	GALK inhibitor	B2AR arrestin	Menin-MLL TR inh	KCNH2 3.1 inh	PKM2 activator	FBPA coupling cs	TRPV1 agonist	Giardia killer	KCNH2 WT inh	USP2a inh
Cc1ccc(N)c([N+](=O)[O-])c1	.	.	0.3%	.	-1	.	.	0	3	2	4%
O=C(Nc1nc2cc3c(cc2s1)OCCO3)c1ccc([N+](=O)[O-])o1	-4%	-4%	-0.2%	.	1	-6%	.	20	-89*	-5	-1%
COc1ccc(C(=O)NC(CC(=O)O)c2cc([N+](=O)[O-])ccc2Cl)cc1 (stereo unspecified)	-2%	0%	-0.5%	-15%	-2	2%	15	0	-9	3	0%
COc1cc(OC)c(/C=N/NC(=O)c2ccc([N+](=O)[O-])cc2)cc1Br	-3%	-2%	-0.2%	-1%	-3	0%	-1	0	-2	33	1%

Two entries picked at random from the list so far:
SMILES	CXXC DNA block	GALK inhibitor	B2AR arrestin	Menin-MLL TR inh	KCNH2 3.1 inh	PKM2 activator	FBPA coupling cs	TRPV1 agonist	Giardia killer	KCNH2 WT inh	USP2a inh
O=C(Nc1cccc(Cl)c1)Nc1ccc2c(c1)C(=O)OC2	8%	0%	6.0%	0%	3	0%	3	-2	-3	49	2%
COc1ccc(N2CC(C(=O)Nc3ccc(S(=O)(=O)N4CCOCC4)cc3)CC2=O)cc1 (stereo unspecified)	18%	2%	-0.1%	-9%	-1	11%	0	-3	32[activator]	i	-1%
